Screening data from PubChem BioAssay.
LmPK inhibitor: blocks Leishmania mexicana pyruvate kinase activity; Potency, µM (highest dose often 57.5 µM), without a hit: at the highest dose activity change, negative = inhibition, actives largely listed as inhibitors; Q27686; 0.37% of 290,000 active; purified LmPK, Kinase-Glo ATP luminescence, 1 h
Target sequence (Q27686 whole entry, looked up): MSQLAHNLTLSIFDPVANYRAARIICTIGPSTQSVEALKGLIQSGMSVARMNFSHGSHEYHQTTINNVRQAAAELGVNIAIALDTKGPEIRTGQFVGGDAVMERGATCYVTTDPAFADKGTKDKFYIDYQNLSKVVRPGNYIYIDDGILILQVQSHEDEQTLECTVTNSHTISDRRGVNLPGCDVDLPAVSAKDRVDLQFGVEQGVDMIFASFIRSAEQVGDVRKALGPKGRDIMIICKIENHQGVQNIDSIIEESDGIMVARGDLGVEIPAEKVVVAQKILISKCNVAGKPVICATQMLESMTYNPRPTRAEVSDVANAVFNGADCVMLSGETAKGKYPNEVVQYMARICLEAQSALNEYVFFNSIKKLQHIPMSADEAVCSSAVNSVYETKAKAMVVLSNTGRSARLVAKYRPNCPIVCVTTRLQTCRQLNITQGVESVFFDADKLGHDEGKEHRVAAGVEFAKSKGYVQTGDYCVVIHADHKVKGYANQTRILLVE
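Screened at intermediate enzyme activity to detect both inhibitors and activators: LmPK at 0.1 nM, with a 0.5 nM enzyme column as activation reference. PEP 0.5 mM, ADP 0.1 mM; ATP detected by luminescence after 1 h.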
Pf growth 48h: P. falciparum growth inhibition at 48 hours (one generation) | P. falciparum luciferase growth in erythrocytes, 48 h | Potency, µM (top dose mostly 28.7 µM), without a hit: at the top dose activity change, negative = inhibition, hits mostly inhibitors | 5.9% of 310,000 active
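Luciferase-expressing P. falciparum in infected erythrocytes (2% hematocrit, 0.1% parasitemia final) in RPMI 1640/0.5% Albumax were exposed to compound for 48 hours at 37 C, 5% CO2; growth read as luminescence.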
HCV inh: blocks hepatitis C virus; AID 651820; Huh7.5.1 HCVcc-Cre infection, luciferase reporter, 44 h; 3.4% of 340,000 active; Potency, µM (top dose mostly 41.8 µM), for inactives: top-dose activity change, negative = inhibition, hits mostly inhibitors
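Luciferase read-out (15 sec integration) after a 15 min room-temperature substrate step quantifies HCVcc-Cre infection. Cells, 1,000 per well, had compound added 4 h post-plating, then virus at ~0.5 moi, and were cultured 44 h.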
Sm TGR block: S. mansoni TGR enzyme inhibition; Potency, µM (top dose mostly 114 µM), for inactives: at the top dose activity change, negative = inhibition, most hits filed as inhibitors; AID 485364; purified TGR, DTNB reduction, TNB absorbance 405 nm; 3% of 360,000 active; further: nearly all actives have a fitted effect of over 60% in size
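First, TGR (20 nM dispensed) and NADPH were mixed with compound. Second, a 15 min room-temperature incubation followed. Third, further NADPH and then DTNB were added to start the reaction. Finally, TNB absorbance was monitored kinetically.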
Pf growth 96h: P. falciparum growth inhibition at 96 hour, primary screen for plastid delayed-death inhibitors; P. falciparum luciferase reporter growth, 96 h; Potency, µM (highest dose often 28.7 µM), for the others: top-dose activity change, negative = inhibition, actives largely listed as inhibitors; 6.9% of 320,000 active; AID 504834
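Cell-based qHTS: luciferase-tagged P. falciparum in erythrocytes (2% hematocrit, 0.05% parasitemia final) incubated with compounds for 96 hours, 37 C, 5% CO2; luciferase detection reagent then added and luminescence measured.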
TbPYK inhibitor: T. brucei pyruvate kinase inhibition | 0.12% of 410,000 active | TbPYK enzyme, Kinase-Glo Plus ATP luminescence, 45 min | AID 624173 | Potency, µM (highest dose often 76.8 µM), for the others: at the highest dose activity, negative = inhibition, hits mostly inhibitors; further: nearly all actives have a fitted effect of over 50% in size
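Enzyme and substrate buffer are dispensed first and compound is pin-transferred. ADP at 130 uM final then starts the reaction, which runs 45 min at room temperature. Detection reagent is added for 10 min before luminescence is imaged.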
Numbers without * were called inactive; ? = inconclusive; / = no result given; [ ] = dose if it differs, or a comment. The call rests on the fitted dose curve; in most records, active means well fitted curve in the direction sought with a large enough effect; inconclusive means small, poorly fitted or top-dose-only effect, or another doubt; inactive means no such curve, though single readings can be large; an effect the other way counts as inactive or inconclusive. On the % scale 0 is the no-effect control and ±100 the full control effect; potency means the concentration at half of the fitted maximal effect.

nr	SMILES	HCV inh	Pf growth 96h	Pf growth 48h	TbPYK inhibitor	Sm TGR block	LmPK inhibitor
1	COc1ccc(CCNC(=O)CN2CCCc3ccccc32)cc1OC	-28%	4%	-24%	0%	?	6%
2	COc1cccc(NC(=O)CNC(=O)c2ccccc2)c1	-2%	-1%	62%[activator]	-1%	5%	5%
3	Cc1cccc(N2C(=O)CC(Sc3ccccc3C(=O)O)C2=O)c1 (stereo unspecified)	10%	?	14%	-3%	14µM*	-3%
4	OCCC1CN(Cc2cnc(-c3ccccc3)s2)CCN1CCc1ccccc1 (stereo unspecified)	?	-15%	?	6%	-3%	6%
5	O=S(Cc1ccccc1)CC(O)(c1ccccc1)c1ccccc1 (stereo unspecified)	-4%	5%	0%	7%	0%	4%
6	CCOC(=O)CNC(=O)C1COc2ccccc2O1 (stereo unspecified)	17%	31%[activator]	8%	-1%	-10%	-1%
7	Cc1ccc(C2(COC(=O)C(C)C)CO2)c(OC(=O)C(C)C)c1 (stereo unspecified)	5%	-24%	26%	0%	-19%	1%
8	CCOC(=O)C1C2C=CC3(CN(c4cccc(Cl)c4)C(=O)C13)O2 (stereo unspecified)	3%	?	/	2%	-23%	15%
9	COc1ccc(CNCCc2c[nH]c3ccccc23)c(OC)c1C	?	2.9µM*	?	33%[activator]	8%	-2%
10	O=[N+]([O-])c1ccccc1S(=O)(=O)Nc1ccc(S(=O)(=O)N2CCOCC2)cc1	-14%	?	7%	-5%	-15%	4%
11	Cc1c(C(=O)NNC(=O)Nc2ccc([N+](=O)[O-])cc2)oc2ccccc12	6%	19%	2%	1%	0%	-8%
12	COc1cccc(/C=C2\Oc3ccc(O)cc3C2=O)c1O	-5%	-10%	5.2µM*	-16%	-17%	0%
13	CCS(=O)(=O)N1CCN(c2ccc([N+](=O)[O-])c(N3CCOCC3)c2)CC1	-9%	-1%	0%	7%	18%	2%
14	CC(=O)c1cc(C#N)c(SCc2ccccc2)nc1C	0%	212%[activator]	/	2%	10%	-3%
15	COc1ccc(NC(=O)N[C@@H](CCSC)C(=O)O)cc1Cl	2%	10%	25%	-18%	0%	1%
16	Cc1ccc(C(=O)O/N=C(\N)c2cccc([N+](=O)[O-])c2)cc1	2%	142%[activator]	134%[activator]	-3%	0%	-13%
17	CCOC(=O)c1c(NC(=O)COc2ncnc3ccccc23)sc(C)c1CC	?	?	3%	-1%	4%	4%
18	CCN(C(=O)CN1C(=O)NC2(CCCc3ccccc32)C1=O)c1ccc(F)cc1 (stereo unspecified)	-6%	?	?	-23%	-8%	/
19	N#Cc1ccsc1NC(=O)CN1C(=O)NC2(CCCC2)C1=O	8%	40%[activator]	27%	/	-16%	/
20	O=C(Nc1ccc(N2CCOCC2)cc1Cl)C1CCN(C(=O)OCc2ccccc2)CC1	?	?	?	0%	9%	4%
21	COc1ccc(OC)c(/C=N/NC(=O)CSc2cc(C)nc3c(OC)cccc23)c1	8%	8.3µM*	-10%	1%	1%	1%
22	CCc1cccc(C)c1NC(=O)CCN1C(=O)NC(C)(C)C1=O	5%	-1%	9%	-11%	-15%	/
23	COc1ccc(C2CC(C(F)(F)F)n3nc(C(=O)O)cc3N2)cc1OC (stereo unspecified)	4%	32%[activator]	14%	2%	-33%	1%
24	Cc1nc2cccc(C)n2c(=O)c1Cl	0%	/	?	2%	30%	5%
25	Cc1ccc(CNc2ccc3c(c2)OCO3)cc1	10µM*	-12%	?	-8%	45µM*	-1%
26	CCCc1cc(=O)n2[nH]c(NCc3ccc(OC)cc3)nc2n1	7%	69%[activator]	?	0%	1%	5%
27	Cc1ccc(C2CC(=O)Nc3cc4c(cc32)OCCO4)s1 (stereo unspecified)	-11%	9%	?	-1%	-1%	-1%
28	CN(CC(=O)Nc1ccccc1Cl)C(=O)COC(=O)CN1C(=O)NC2(CCCC2)C1=O	12%	6%	5%	-27%	-6%	-8%
29	O=C(Nc1nccs1)c1ccc2c(c1)C(=O)N(Cc1cccnc1)C2=O	-15%	?	4%	2%	-26%	-3%
30	Cn1nccc1/C=C(/C#N)S(=O)(=O)c1ccccc1	1%	/	2%	-24%	-19%	1%
31	Cc1cc(N)ccc1-n1c(C)ccc1C	1%	11%	7.4µM*	-9%	?	0%
32	O=C(NCC(=O)N(c1cccnc1)C(C(=O)NC1CCCC1)c1ccccc1)c1ccco1 (stereo unspecified)	10%	11%	-4%	1%	6%	0%
33	O=C(C1CC(c2ccc(F)cc2)=NO1)N1CCC2(CC1)OCCO2 (stereo unspecified)	26%	/	/	1%	-10%	5%
34	Cn1c(O)c(N=NC(=S)Nc2ccccc2F)c2cc(S(=O)(=O)N3CCOCC3)ccc21	?	?	?	2%	-1%	-2%
35	N#Cc1ccc(C23CC4(C2)[C@H](CN(CC2CCCCC2)[C@@H]4c2ccccc2)C3c2ccccc2)cc1 (stereo partly specified)	-5%	12µM*	?	6%	11%	0%
36	COc1ccccc1CNS(=O)(=O)c1ccc(S(=O)(=O)NC2CC2)cc1	3%	?	4%	4%	4%	0%
37	COc1ccc(/C=C/C(O)=C(\C#N)c2nnc(N3CCOCC3)n2-c2ccccc2)cc1OC	-12%	1%	4%	4%	-13%	-6%
38	COc1ccc(CCNC(=O)C2c3ccccc3C(=O)N2CCC(C)C)cc1OC (stereo unspecified)	15%	8.3µM*	-12%	1%	-1%	0%
39	COc1ccc(C)cc1NC(=O)CC(O)(C(F)(F)F)C(F)(F)F	5%	-12%	/	/	4%	1%
40	Cc1ccc(OCCCCc2c(C)n[nH]c2C)cc1	?	?	57%[activator]	6%	2%	5%
41	Cc1cccc(N(Cc2ccccc2)C(=O)CSC(C)C(=O)Nc2cc(C)on2)c1 (stereo unspecified)	8%	10µM*	?	0%	2%	/
42	O=C(NCc1ccccn1)c1ccc(Cl)s1	3%	10%	/	-3%	3%	-4%
43	CN(C)CCCn1c(SCC(=O)N2c3ccccc3Sc3ccccc32)nc2ccccc2c1=O	13µM*	4.1µM*	10µM*	-6%	2%	3%
44	CSCCC1NC(=O)N(CC(=O)N2CCc3ccccc3C2)C1=O (stereo unspecified)	19%	-22%	?	0%	-9%	/
45	CCOC(=O)CSc1nc2c(sc(=S)n2-c2ccccc2)c(=O)n1-c1ccc(OC)cc1OC	-20%	11%	10µM*	-22%	50%[activator]	-1%
46	CN(C)c1ccc(C(=O)OCC(=O)Nc2ccc(N3CCOCC3)cc2)cc1	1%	14%	?	-1%	-19%	-1%
47	COc1cccc(/C=N/NC(=O)c2ccc(OCc3cccc(Br)c3)cc2)c1	?	?	?	5%	8%	2%
48	O=C(NCCSCc1c(F)cccc1Cl)c1ccco1	8%	-20%[5.75 µM]	?	-3%	7%	6%
49	CC(=O)OC1N=C(c2ccccc2)c2cc(Br)ccc2N(C)C1=O (stereo unspecified)	18%	-5%	14%	-9%	-11%	-2%
50	Cc1ccc(C(=O)Oc2ccc(Br)cc2C(=S)N2CCOCC2)cc1	10%	22%	29%	-15%	-4%	5%
51	COCCNC(=O)COc1ccc(Br)cc1Cl	?	11%	/	-7%	-16%	-3%
52	CC(Sc1nc(-c2ccccc2)cc(C(F)(F)F)n1)C(=O)Nc1sc2c(c1C#N)CCC2 (stereo unspecified)	?	?	0%	-22%	-19%	0%
53	CCn1c(SCC(=O)NCCc2ccccc2)nnc1-c1ccco1	-9%	?	-27%	-3%	-30%	2%
54	O=C(c1ccc(S(=O)(=O)c2ccccc2Cl)c([N+](=O)[O-])c1)N1CCN(Cc2ccccc2)CC1	?	?	?	-7%	?	-1%
55	OC(Cn1nnc2ccccc21)Cn1c(C(F)(F)F)nc2ccccc21 (stereo unspecified)	7%	?	27%	-18%	8%	2%

Some of the entries so far, screen by screen:
(39) COc1ccc(C)cc1NC(=O)CC(O)(C(F)(F)F)C(F)(F)F
(40) Cc1ccc(OCCCCc2c(C)n[nH]c2C)cc1
(41) Cc1cccc(N(Cc2ccccc2)C(=O)CSC(C)C(=O)Nc2cc(C)on2)c1 (stereo unspecified)
(42) O=C(NCc1ccccn1)c1ccc(Cl)s1
(43) CN(C)CCCn1c(SCC(=O)N2c3ccccc3Sc3ccccc32)nc2ccccc2c1=O
(44) CSCCC1NC(=O)N(CC(=O)N2CCc3ccccc3C2)C1=O (stereo unspecified)
(45) CCOC(=O)CSc1nc2c(sc(=S)n2-c2ccccc2)c(=O)n1-c1ccc(OC)cc1OC
(46) CN(C)c1ccc(C(=O)OCC(=O)Nc2ccc(N3CCOCC3)cc2)cc1

assay / compound | 39 | 40 | 41 | 42 | 43 | 44 | 45 | 46
HCV inh | 5% | ? | 8% | 3% | 13µM* | 19% | -20% | 1%
Pf growth 96h | -12% | ? | 10µM* | 10% | 4.1µM* | -22% | 11% | 14%
Pf growth 48h | / | 57%[activator] | ? | / | 10µM* | ? | 10µM* | ?
TbPYK inhibitor | / | 6% | 0% | -3% | -6% | 0% | -22% | -1%
Sm TGR block | 4% | 2% | 2% | 3% | 2% | -9% | 50%[activator] | -19%
LmPK inhibitor | 1% | 5% | / | -4% | 3% | / | -1% | -1%

(47) COc1cccc(/C=N/NC(=O)c2ccc(OCc3cccc(Br)c3)cc2)c1
(48) O=C(NCCSCc1c(F)cccc1Cl)c1ccco1
(49) CC(=O)OC1N=C(c2ccccc2)c2cc(Br)ccc2N(C)C1=O (stereo unspecified)
(50) Cc1ccc(C(=O)Oc2ccc(Br)cc2C(=S)N2CCOCC2)cc1
(51) COCCNC(=O)COc1ccc(Br)cc1Cl
(52) CC(Sc1nc(-c2ccccc2)cc(C(F)(F)F)n1)C(=O)Nc1sc2c(c1C#N)CCC2 (stereo unspecified)
(53) CCn1c(SCC(=O)NCCc2ccccc2)nnc1-c1ccco1
(54) O=C(c1ccc(S(=O)(=O)c2ccccc2Cl)c([N+](=O)[O-])c1)N1CCN(Cc2ccccc2)CC1

assay / compound | 47 | 48 | 49 | 50 | 51 | 52 | 53 | 54
HCV inh | ? | 8% | 18% | 10% | ? | ? | -9% | ?
Pf growth 96h | ? | -20%[5.75 µM] | -5% | 22% | 11% | ? | ? | ?
Pf growth 48h | ? | ? | 14% | 29% | / | 0% | -27% | ?
TbPYK inhibitor | 5% | -3% | -9% | -15% | -7% | -22% | -3% | -7%
Sm TGR block | 8% | 7% | -11% | -4% | -16% | -19% | -30% | ?
LmPK inhibitor | 2% | 6% | -2% | 5% | -3% | 0% | 2% | -1%

(55) OC(Cn1nnc2ccccc21)Cn1c(C(F)(F)F)nc2ccccc21 (stereo unspecified)

assay / compound | 55
HCV inh | 7%
Pf growth 96h | ?
Pf growth 48h | 27%
TbPYK inhibitor | -18%
Sm TGR block | 8%
LmPK inhibitor | 2%
